Jurkat NFkB inh = inhibitors of the PMA/ionomycin-induced NF-kB reporter in Jurkat cells. PMA/ionomycin-induced NF-kB luciferase reporter, luminescence. inhibition, % at 4 µM. 330,000 compounds, 0.53% hits. AID 435003; in the data active = inhibition above about 50%
XBP1 UPR activ = adaptive UPR (XBP1) activation | CHO-XBP1 luciferase reporter, IRE1-XBP1 UPR activation, luminescence; percent of tunicamycin response, DMSO as zero | activation, % at 20 µM | 330,000 compounds, 0.33% hits;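 active = versus positive control, 20 µM dose yields 30% or more activation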;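 also: 100% = tunicamycin at 10 µg/mL and 0% = DMSO only wells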
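Assay system: CHO-XBP1 luciferase reporter cells; Schedule: 6 h treatment, 37 °C; Detection: glow luminescence from Steady-Glo reagent; Benchmarks: high control tunicamycin 10 µg/mL final, low control DMSO vehicle only.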
Gli-Sufu antag = antagonists of Gli-Sufu signaling; Sufu-KO-LIGHT fibroblasts, Gli luciferase reporter luminescence; 340,000 compounds, 0.74% hits; AID 588413; inhibition, % at 5 µM;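 active = inhibition above about 55%, limit read from the data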;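 also: 0% = DMSO-treated cells and 100% = wells with medium but no cells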
UPR CHOP act = apoptotic UPR (CHOP) activation. CHO-CHOP luciferase reporter, luminescence; percent of tunicamycin response over DMSO baseline. 330,000 compounds, 0.34% hits. AID 449763. activation, % at 10 µM;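 active = at 10 µM dose, activation of 40% or more, normalized to positive control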;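 also: 100% = tunicamycin at 10 µg/mL and 0% = DMSO alone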
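Evaluation: % reporter activation, DMSO baseline versus tunicamycin full activation; System: CHO-CHOP luciferase reporter cell line; Input: 500 cells/well; Incubation: 6 h compound treatment, 37 °C; Measured by: Steady-Glo luciferase luminescence; Dosing: one dose, 10 µM in 0.5% DMSO; Buffer or medium: F12 medium, 10% FBS; Benchmarks: positive tunicamycin 10 µg/mL, negative DMSO alone.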
EBI2 block = EBI2 (human) antagonism; P32249; EBI2 beta-arrestin recruitment, luminescence, 7a,25-OHC stimulated; inhibition, % at 5 µM; 360,000 compounds, 0.81% hits; in the data active = inhibition above about 38%;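 also: enzyme fragment complementation signal reports receptor beta-arrestin coupling in cells; 0% = agonist plus DMSO wells and 100% = wells without agonist; some results beyond the cut were filed as inactive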
Target sequence (P32249 whole entry, looked up, the tested form may be a part): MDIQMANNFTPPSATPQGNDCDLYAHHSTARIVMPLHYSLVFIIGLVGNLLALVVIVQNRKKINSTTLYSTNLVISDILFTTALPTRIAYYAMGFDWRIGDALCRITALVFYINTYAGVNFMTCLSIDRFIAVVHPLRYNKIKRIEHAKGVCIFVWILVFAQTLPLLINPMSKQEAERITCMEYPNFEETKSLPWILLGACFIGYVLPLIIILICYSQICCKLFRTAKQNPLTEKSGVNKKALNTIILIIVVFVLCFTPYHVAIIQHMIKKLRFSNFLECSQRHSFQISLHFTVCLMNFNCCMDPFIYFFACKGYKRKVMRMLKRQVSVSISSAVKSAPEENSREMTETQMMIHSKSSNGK
CCR6 antagonist = CCR6 (human) receptor antagonism; P51684; CHO-K1 CCR6 PathHunter beta-arrestin, luminescence, CCL20-stimulated; inhibition, % at 20 µM; 340,000 compounds, 0.49% hits;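 active = compounds whose inhibition of the agonist-driven luminescence signal at 20 µM reaches about 50%, limit read from the data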;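 also: cells stimulated with CCL20 at 14 nM final; plate controls were DMSO with CCL20 for no effect and DMSO without agonist for full effect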
Mdm2-MdmX inh = disrupts the human Mdm2-MdmX interaction | 330,000 compounds, 3% hits | AID 485346 | inhibition, % at 8 µM | O15151+Q00987 | SaOS-2 split-luciferase Mdm2/MdmX complementation, luminescence;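 active = inhibition of at least 50% at 8 µM in the primary screen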
CXCR6 block = CXCR6 (human) receptor inhibition; O00574; CHO-K1 PathHunter CXCR6 beta-arrestin, luminescence; inhibition, % at 20 µM; 360,000 compounds, 0.36% hits; AID 602244; in the data active = inhibition above about 34%, passing the limit was not always enough;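 also: antagonist mode with CXCL16 agonist at 10 nM final; 0% = 10 nM CXCL16 with DMSO and 100% = unstimulated wells without agonist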
Target sequence (O00574 whole entry, looked up): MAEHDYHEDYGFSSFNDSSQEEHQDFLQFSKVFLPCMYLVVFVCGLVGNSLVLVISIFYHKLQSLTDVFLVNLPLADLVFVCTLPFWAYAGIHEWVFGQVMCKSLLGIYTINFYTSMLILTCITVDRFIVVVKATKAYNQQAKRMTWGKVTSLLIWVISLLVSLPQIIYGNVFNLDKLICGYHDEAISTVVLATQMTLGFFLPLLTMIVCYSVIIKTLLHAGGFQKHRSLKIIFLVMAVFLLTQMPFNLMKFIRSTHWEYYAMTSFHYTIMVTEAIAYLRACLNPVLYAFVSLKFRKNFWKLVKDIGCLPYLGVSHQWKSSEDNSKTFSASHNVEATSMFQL
697 NFkB inh = inhibitors of the PMA/ionomycin-induced NF-kB reporter in 697 B cells | 697 B-cell NF-kB luciferase reporter, 16 h | inhibition, % at 4 µM | 330,000 compounds, 0.33% hits; in the data active = inhibition above about 35%
* marks the source's active call; other numbers are inactive results.

SMILES	Jurkat NFkB inh	XBP1 UPR activ	Gli-Sufu antag	UPR CHOP act	EBI2 block	CCR6 antagonist	Mdm2-MdmX inh	CXCR6 block	697 NFkB inh
CCCC/S(C)=N/S(=O)(=O)c1ccc(C)cc1 (stereo unspecified)	6	-1	-1	1.5	-9	-2	0	-5	13
COc1ccc(OC)c(Cc2nnc(CCC(=O)N3CCC(N4CCCCC4)CC3)o2)c1	-17	0	3	-0.9	-3	15	-15	0	-3
COc1cc(N)c(Cl)cc1C(=O)OCC(=O)NCC1CCCCC1	-1	2	6	1.2	-4	19	-3	-4	10
O=C(NCC(=O)N(Cc1ccccc1)C(C(=O)NC1CCCCC1)c1ccco1)c1ccco1 (stereo unspecified)	-7	0	5	-2.1	-1	-16	2	5	6
Cc1ccc2cccc(OC(=O)c3ccc4c(c3)OCCO4)c2n1	0	4	6	0.0	-13	52*	-5	35	13
CCN(CC)C(=O)CSc1nc(-c2cccs2)cc(-c2cccs2)c1C#N	-1	-1	15	4.2	11	11	-17	11	16
O=S(=O)(Nc1cccc(-c2ccc(N3CCCCCC3)nn2)c1)c1ccc(C(F)(F)F)cc1	-32	2	14	2.5	7	-20	1	6	-82
CCc1ccccc1NC(=O)CSc1nnc(-c2cc(C)[nH]n2)n1N	19	-1	-2	1.4	-10	-1	-16	-1	-6
COc1ccc(C(=O)Nc2nc3nccc(-c4ccccc4)n3n2)cc1	-19	-1	1	0.9	-20	-3	25	-13	-16
CC(C)CN1C=C2C(=O)C(C)(OC(=O)CCc3ccccc3)C(=O)C=C2C=C1c1ccc(C#N)cc1 (stereo unspecified)	0	-3	-2	1.9	-12	-10	-29	-24	8
Oc1ccc(Cl)cc1C=Nc1ccc(Br)cc1	13	0	-3	0.3	-9	-2	-2	-1	17
Cc1cccc(OCc2nc3ccccc3c(=O)n2N)c1	-41	3	-35	4.0	6	-6	-13	-2	-38
CN1C(=O)C(CC(=O)NC2CCCCC2)SC1=Nc1ccccc1 (stereo unspecified)	-10	-2	-3	0.2	-11	0	-5	-11	-3
O=C(O)C1CCN(C(=O)c2cc(F)cc3c2OCOC3)CC1	7	-3	1	0.0	-7	-1	-6	3	4
Cc1cc(C(=O)Nc2ccccc2N2CCOCC2)c2ccccc2n1	-7	-1	41	1.7	-2	14	13	7	27
CN1C(=O)/C(=C\c2cccc(OCc3ccccc3)c2)SC1=S	11	0	-1	-0.6	6	5	-27	2	-13
Cn1ccnc1SCC(=O)c1ccc(OC(F)F)cc1	-10	4	-35	4.1	0	14	2	5	-2
COc1ccc(CNC(=O)CN(Cc2ccc(OC)cc2)C(=O)CCC(=O)Nc2ccccn2)cc1	-15	0	16	-3.1	3	5	2	4	0
CCOC(=O)C(CCC(C)=O)C(=O)c1ccccc1 (stereo unspecified)	-8	1	-3	0.2	5	-7	2	-4	-8
COc1cc(O)c(C(CCN2CCCC2)c2ccc(N(C)C)cc2)c(OC)c1 (stereo unspecified)	6	-1	28	-2.1	-11	-2	-16	5	4

Continued, starting with the last two of the part before.
SMILES	Jurkat NFkB inh	XBP1 UPR activ	Gli-Sufu antag	UPR CHOP act	EBI2 block	CCR6 antagonist	Mdm2-MdmX inh	CXCR6 block	697 NFkB inh
CCOC(=O)C(CCC(C)=O)C(=O)c1ccccc1 (stereo unspecified)	-8	1	-3	0.2	5	-7	2	-4	-8
COc1cc(O)c(C(CCN2CCCC2)c2ccc(N(C)C)cc2)c(OC)c1 (stereo unspecified)	6	-1	28	-2.1	-11	-2	-16	5	4
CN(c1ccccc1)S(=O)(=O)c1ccc(NC(=O)c2ccc(F)cc2)cc1	-10	-2	-1	5.9	-5	4	16	-11	-32
C=CCn1c(=N)n(CC(O)c2ccco2)c2ccccc21 (stereo unspecified)	-8	2	8	-0.6	-8	18	15	3	-6
CSc1nnc(-c2ccc(NC(=O)CCc3ccccc3)cc2)n1C	1	1	-28	-2.3	-5	2	-1	4	6
COc1ccc(C(=O)NC(CO)c2nnc(SCc3ccc(Cl)c(Cl)c3)n2C)cc1 (stereo unspecified)	12	1	-4	-1.5	5	-7	1	-8	7
Cc1nc(-c2ccccc2)sc1C(=O)CSc1ccccc1	-2	-1	-6	0.1	7	2	10	-2	12
O=C(OCCNc1nc(-c2ccccc2)nc2ccccc12)c1cccnc1	-13	-1	9	1.6	19	9	0	1	-15
C=CCn1cc(C(=O)NCCCN(CC)CC)c(=O)c2cc(S(=O)(=O)N3CCC(C)CC3)ccc21	6	-7	16	2.2	-7	6	16	4	0
CCOc1ccc2nc(/N=C/c3nc(-c4ccc(Br)cc4)oc3O)sc2c1	-12	6	-29	-0.5	2	0	15	2	-30
Cc1ccc(/C=C/C(=O)NCc2ccc3c(c2)OCO3)o1	8	1	-38	0.2	-1	14	4	-3	0
Cc1ccc(NC(=O)CN(C)C(=O)c2ccc(-n3cncn3)c([N+](=O)[O-])c2)cc1	0	-2	-6	0.8	-1	-1	12	3	10
Cc1cccc(C(=O)NC2CC3CCCC(C2)N3C(=O)NC2CCCCC2)c1 (stereo unspecified)	7	-1	-10	1.3	1	3	15	-4	19
CSCC[C@H](NC(=O)c1cc2c([nH]c3ccccc32)c(-c2ccccc2)n1)C(=O)O	0	-1	3	0.4	5	20	19	15	2
COc1cccc(-c2nc(CS(=O)CC(=O)NCCc3ccc(C)cc3)c(C)o2)c1 (stereo unspecified)	17	3	-4	-0.2	2	6	19	0	-1
COC(=O)c1ccc(Nc2nc(C)cc(=O)[nH]2)cc1	-1	-1	-4	1.2	-9	-8	-3	-12	-11
CCOc1ccc(-n2c(O)cc(=O)[nH]c2=O)cc1	-5	-1	-2	-0.4	-2	-7	16	-5	-8
CNC(=O)CC1C(=O)N(c2ccc(F)cc2)C(=S)N1NC(=O)c1ccc(Cl)cc1 (stereo unspecified)	-9	-5	18	-0.9	-10	0	-29	4	-10
CC(=O)c1c(C(C)=O)c(C)n(-c2ccc(C(=O)O)cc2)c1C	13	-3	-3	0.7	-11	-15	9	3	11
COc1ccccc1C1=NOC(COC(=O)c2ccc([N+](=O)[O-])cc2)C1 (stereo unspecified)	-3	0	-5	-0.8	-2	-10	17	-15	12
N#Cc1c(NC(=O)CCN2C(=O)c3ccccc3C2=O)oc(-c2ccccc2)c1-c1ccccc1	-14	0	-4	5.8	9	9	13	0	1
NC(=O)C12CCCC(Br)(CCC1)C2	11	0	6	-1.9	3	-3	35	5	9
COc1cc(-c2cc(C(=O)OCC(=O)Nc3ccc4c(c3)OCO4)c3ccccc3n2)cc(OC)c1OC	5	2	5	-0.5	-21	7	9	-4	11
Cc1ccc(NC(=O)CCN2C(=O)c3ccccc3S2(=O)=O)cc1F	-2	-2	-7	0.7	-4	2	8	-1	16
CN(c1ccccc1C(=O)O)S(=O)(=O)c1ccc2c3c(cccc13)C(=O)N2	-1	-5	-25	0.6	-5	-8	20	-2	15
COCC(=O)N(Cc1ccccc1)c1ccccn1	-9	-1	-2	2.6	2	-7	-33	-2	10
Cc1cccc(N2CCN(S(=O)(=O)c3c(C)[nH]c(C)c3C(=O)N3CCCC3)CC2C)c1 (stereo unspecified)	-1	-5	3	-0.8	-1	4	20	0	-6
CSCCC(NS(=O)(=O)c1ccccc1)C(=O)OC(C)C(=O)Nc1ccc(Cl)cn1 (stereo unspecified)	9	-3	4	-0.5	8	12	3	5	10
On1c(-c2ccccc2Cl)nc2ccccc21	5	-2	-4	2.1	-14	-7	-19	-10	23
CCOC(=O)C1CCCN(C(=O)CCCn2nnnc2CN2CCOCC2)C1 (stereo unspecified)	4	-3	3	1.0	-8	5	-10	-1	2
COc1ccc(OC)c(NC(=O)COC(=O)CCc2nc3ccccc3c(=O)[nH]2)c1	-11	0	5	-1.6	9	8	-5	5	-23
CCOC(=O)COc1coc(CN2CCN(c3ccc(F)cc3)CC2)cc1=O	14	-5	-5	-1.2	2	-5	11	8	3
CCn1cc([N+](=O)[O-])c(C(=O)Nc2ccc(Cn3nc(C)cc3C)cc2)n1	-7	1	-9	0.2	-3	5	1	5	17
CCNc1nc(NCC)n2c(SCC(=O)Nc3cc(Cl)ccc3OC)nnc2n1	22	-1	1	1.7	4	-5	-14	-1	11
CC(OC(=O)c1cc(O)c2ccccc2c1O)C(=O)Nc1ccc(C(N)=O)cc1 (stereo unspecified)	9	6	9	0.9	-14	2	11	-16	7
CCCCNc1c(-c2ccc(OC)c(Sc3ccc(OC)cc3)c2)nc2ccc(Cl)cn12	1	8	-8	5.5	-5	17	41	1	-11
Clc1cccc(Cc2ccc(Cl)nn2)c1	-17	-3	-12	-0.8	-14	5	21	-2	-27
O=C(COC(=O)c1ccc(S(=O)(=O)N2CCCCC2)cc1)Nc1ccccc1Cl	4	-3	-1	-0.5	5	12	6	-1	17

Structures shown so far containing two or more sulfur atoms:
SMILES	Jurkat NFkB inh	XBP1 UPR activ	Gli-Sufu antag	UPR CHOP act	EBI2 block	CCR6 antagonist	Mdm2-MdmX inh	CXCR6 block	697 NFkB inh
CCCC/S(C)=N/S(=O)(=O)c1ccc(C)cc1 (stereo unspecified)	6	-1	-1	1.5	-9	-2	0	-5	13
CCN(CC)C(=O)CSc1nc(-c2cccs2)cc(-c2cccs2)c1C#N	-1	-1	15	4.2	11	11	-17	11	16
CN1C(=O)/C(=C\c2cccc(OCc3ccccc3)c2)SC1=S	11	0	-1	-0.6	6	5	-27	2	-13
Cc1nc(-c2ccccc2)sc1C(=O)CSc1ccccc1	-2	-1	-6	0.1	7	2	10	-2	12
CSCCC(NS(=O)(=O)c1ccccc1)C(=O)OC(C)C(=O)Nc1ccc(Cl)cn1 (stereo unspecified)	9	-3	4	-0.5	8	12	3	5	10

High-throughput results deposited in PubChem by Sanford-Burnham Center for Chemical Genomics.

This is a random part of the collection; any-hit rate near 5%.
